Bioassay records as filed in PubChem BioAssay.
KCNK3 block: human KCNK3 channel inhibitors, primary screen, CHO cells, FluxOR thallium flux, B-score | B-score at 10 µM | 340,000 compounds, 0.84% hits | AID 602410, 2012 | Potassium channel subfamily K member 3 (Homo sapiens), O14649 | FluxOR fluorescence; active compounds read low;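 active means B-score under library mean minus 4 SD, starting fluorescence ratio at most library mean plus 5 SD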;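 further: more negative B-score means stronger inhibition of thallium flux through KCNK3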
PolyA inhibitor: polyadenylation inhibitors in yeast reporter cells, primary screen, luminescence, S. cerevisiae. S. cerevisiae SKY197-pL101 polyadenylation reporter, beta-gal luminescence; efflux-impaired pdr1/pdr3 knockout yeast; score 100 = 6 SD above DMSO. calls only at 12 µM. 300,000 compounds, 0.02% hits;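 active means lowest replicate activity score at least 50, where 100 means six control SD above control mean; inconclusive means lowest score under 50 but half or more replicates reach 50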;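 further: yeast exposed to compound for 9 h at 30 °C; higher score means more reporter readthrough which indicates perturbed polyadenylation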
Dyrk1A ADPGlo: rat Dyrk1A kinase inhibitors, primary screen, biochemical, single point, plate reader; Dual specificity tyrosine-phosphorylation-regulated kinase 1A (Rattus norvegicus), Q63470; ADP-Glo luminescence, NFATc1 peptide; inhibition, % at 12.5 µM; 310,000 compounds, 0.43% hits; AID 504441, 2011; in the data active means inhibition above about 50%;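 further: plate controls were vehicle with enzyme for no effect and no enzyme for full effect; many of its hits are not listed in these tables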
TRPC4 act: activators of mouse TRPC4 channel, primary screen, Fluo4 calcium, HEK293 TRPC4beta/mu-opioid cells | Fluo4 calcium fluorescence; active compounds read high | 310,000 compounds, 0.49% hits | B-score at 10 µM | AID 2237, 2010 | Short transient receptor potential channel 4 (Mus musculus), Q9QUQ5;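 active means B-score above 5 SD of library B-scores, and initial fluorescence ratio not above library mean plus 5 SD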;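 further: positive B-score marks a calcium rise read as TRPC4 activation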
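Assay system: HEK293 stable line with TRPC4beta plus mu-opioid receptor. Times: dye 45 min RT, read 110 s. Measured by: kinetic Fluo4 calcium fluorescence. Measure: B score of integrated ratio. Controls: assay buffer as low control, maximal DAMGO as high control.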
KCNQ1 pot: potentiators or activators of KCNQ1 channel, primary screen, cell-based, thallium flux, high-throughput | Potassium voltage-gated channel subfamily KQT member 1 (Homo sapiens), P51787 | CHO-K1 KCNQ1, thallium flux FluxOR fluorescence; active compounds read high | B-score at 10 µM | 310,000 compounds, 0.35% hits;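 active means fluorescence ratio B-score, a plate-corrected score, at least three library SD, with initial intensity B-score within 5 SD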
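System: CHO-K1 cells stably expressing KCNQ1 / Medium: assay buffer for compound exposure, DMSO matched across wells / Reagent: thallium- and potassium-containing depolarizing buffer / Compound: one concentration, matched DMSO / Incubation: 20 min compound pretreatment at room temperature / Measured by: kinetic FluxOR fluorescence, 10 s baseline plus 110 s post-stimulus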
KCNQ1 block: inhibitors of human KCNQ1 channel, primary screen, cell-based, thallium flux, high-throughput; 310,000 compounds, 1.3% hits; CHO-K1 KCNQ1, FluxOR thallium flux fluorescence; active compounds read high; B-score at 10 µM;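 active means compounds whose thallium flux B-score, printed positive for inhibition, exceeds three library SD while starting fluorescence stays within three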;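 further: channel opened by potassium depolarization with thallium stimulus after 20 min compound exposure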
TRPC4 potent: positive allosteric modulators of TRPC4, primary screen, cell-based, mouse TRPC4beta, HEK293 mu-opioid, Fluo-4 calcium; B-score at 10 µM; 310,000 compounds, 0.42% hits; DAMGO EC20, Fluo-4 Ca2+ flux; active compounds read high;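 active means B-score of calcium response area above 5 SD of library B-scores, with initial fluorescence ratio within 5 SD of library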;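 further: B-score of integrated fluorescence ratio over time as area under calcium response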
KCNK9 block: KCNK9 potassium channel inhibitors, primary screen, HEK293 cells, thallium flux; B-score at 10 µM; FluxOR thallium flux fluorescence; active compounds read low; 310,000 compounds, 1.2% hits; AID 488922, 2010;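 active means ratio B-score over 3 SD below the library mean, with starting fluorescence within 5 SD of its mean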;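 further: negative B-score means less thallium flux so channel inhibition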
Platelet DG rel: inhibitors of platelet dense granule secretion, primary screen, cell-based, MLPCN, human platelets; human platelet-rich plasma, SFLLRN dense granule ATP release, luminescence; 300,000 compounds, 0.22% hits; AID 1663, 2009; inhibition, %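 (compounds screened at 7.5 µM in platelet-rich plasma)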;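 active means mean replicate score, as percent of positive control, at or above 50; inconclusive means mean below 50 but at least one replicate at or above 50; inactive means mean and every replicate below 50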
hERG protect: hERG rescue from dofetilide block, primary screen, cell-based, CHO-hERG, FluxOR thallium flux, dofetilide IC70. dofetilide IC70 present. 310,000 compounds, 0.51% hits. AID 1511, 2009. activation (rescue from dofetilide block), less the hit threshold, % at 10 µM. Voltage-gated inwardly rectifying potassium channel KCNH2 (Homo sapiens), Q12809;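 active means activation above the mean of controls blocked by dofetilide plus 5 SD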;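 further: thallium influx through hERG after potassium depolarization seen as dye fluorescence rise; in these data hits start at about 4.7%; inactives centre near -7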
Target sequence (Q12809 whole entry, looked up): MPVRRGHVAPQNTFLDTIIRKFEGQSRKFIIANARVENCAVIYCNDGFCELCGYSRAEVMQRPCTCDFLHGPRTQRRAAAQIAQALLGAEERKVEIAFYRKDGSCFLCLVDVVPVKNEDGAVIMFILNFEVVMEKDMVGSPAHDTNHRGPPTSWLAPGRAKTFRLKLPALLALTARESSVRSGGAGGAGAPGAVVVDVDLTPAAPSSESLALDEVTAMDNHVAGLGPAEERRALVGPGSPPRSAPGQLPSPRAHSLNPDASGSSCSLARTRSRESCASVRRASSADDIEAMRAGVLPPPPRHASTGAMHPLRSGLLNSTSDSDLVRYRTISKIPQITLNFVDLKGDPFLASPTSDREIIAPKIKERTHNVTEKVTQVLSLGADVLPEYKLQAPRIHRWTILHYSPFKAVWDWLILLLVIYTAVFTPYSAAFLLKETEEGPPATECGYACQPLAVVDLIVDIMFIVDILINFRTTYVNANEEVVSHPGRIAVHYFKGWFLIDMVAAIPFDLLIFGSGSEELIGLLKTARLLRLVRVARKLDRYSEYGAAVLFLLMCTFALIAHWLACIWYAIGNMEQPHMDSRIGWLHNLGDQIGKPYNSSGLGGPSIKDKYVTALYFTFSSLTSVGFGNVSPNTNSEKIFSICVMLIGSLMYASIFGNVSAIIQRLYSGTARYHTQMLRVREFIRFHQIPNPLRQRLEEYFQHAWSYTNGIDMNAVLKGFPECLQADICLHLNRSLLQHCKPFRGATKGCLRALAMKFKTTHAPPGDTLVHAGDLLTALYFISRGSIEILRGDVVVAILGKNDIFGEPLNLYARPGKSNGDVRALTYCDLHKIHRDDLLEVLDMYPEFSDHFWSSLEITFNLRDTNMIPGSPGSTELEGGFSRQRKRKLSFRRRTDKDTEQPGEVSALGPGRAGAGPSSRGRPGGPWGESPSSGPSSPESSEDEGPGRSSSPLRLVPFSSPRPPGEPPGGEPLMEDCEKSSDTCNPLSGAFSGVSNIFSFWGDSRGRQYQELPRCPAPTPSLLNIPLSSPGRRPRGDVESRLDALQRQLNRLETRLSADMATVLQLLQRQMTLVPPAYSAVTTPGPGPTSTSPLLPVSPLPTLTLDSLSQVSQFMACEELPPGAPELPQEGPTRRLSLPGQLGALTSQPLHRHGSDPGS
TRPC4 inh: inhibitors of mouse TRPC4 channel, primary screen, Fluo4 calcium, HEK293 TRPC4beta/mu-opioid cells; 300,000 compounds, 0.39% hits; DAMGO-evoked Fluo4 calcium flux; active compounds read low; AID 2247, 2010; B-score at 10 µM;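 active means B-score over 3 SD under the library average, no early fluorescence shift, positive overall ratio signal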
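Material: HEK293 cells with stable TRPC4beta plus mu-opioid receptor expression / Probe or stimulus: DAMGO in two steps, submaximal then maximal / Compound: single concentration per test compound / Technique: kinetic Fluo4 fluorescence imaging of calcium influx / Read-out: per-well B score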
* marks the source's active call; other numbers are inactive results; i = inactive; ? = inconclusive; / = not tested or not shown.

SMILES,TRPC4 act,Dyrk1A ADPGlo,TRPC4 potent,KCNK9 block,TRPC4 inh,Platelet DG rel,KCNQ1 block,PolyA inhibitor,KCNQ1 pot,hERG protect,KCNK3 block
CCOC(=O)c1nc(Nc2ccc(C(=O)OC)cc2)c2ccccc2n1,i,0,i,i,i,-2,i,i,i,-15,i
CC(C)C[C@@H](CSc1ccccc1)N1CCN(C)CCC1=O,i,0,i,i,i,3,i,i,i,-7,i
CC(C)C(C)NC(=O)CSc1nc2scc(-c3ccco3)c2c(=O)n1-c1ccccc1 (configuration not stated),i,-4,i,-6.8*,i,19,i,i,i,-4,i
CS(=O)(=O)N1CCc2cc(C(=O)N3CCN(c4ccccc4)CC3)ccc21,i,-9,i,i,i,-20,i,i,i,-6,i
O=C1c2ccccc2NC(c2cccc(O)c2)N1Cc1ccco1 (configuration not stated),i,-1,i,i,i,-3,i,i,i,-6,i
COCc1nc(-c2ccc(-c3ccc(C)cc3)nc2OC)no1,i,3,i,i,i,11,i,i,i,-18,i
CCc1cc2c(C)cc(=O)oc2cc1OC(=O)C1CCCN1C(=O)OC(C)(C)C (configuration not stated),i,/,i,i,i,15,i,i,i,-6,/
COc1ccccc1C(=O)NC(=S)NC12CC3CC(CC(C3)C1)C2,i,0,i,i,i,-1,i,i,i,-8,i
COc1ccc(C(CCNCc2ccccc2)c2ccc(F)cc2)cc1 (configuration not stated),i,-1,i,i,i,-19,i,i,i,-16,i
Cc1ccc(N(C(=O)c2ccco2)C2C=CS(=O)(=O)C2)cc1 (configuration not stated),i,-3,i,i,i,1,i,i,i,-1,i
C#CCOCCOCCOCCNc1nc(N2CCN(C(=O)C(Cc3ccc(O)cc3)n3cc(C(N)C(C)CC)nn3)CC2)nc(N2CCN(C(=O)C(Cc3ccc(O)cc3)n3cc(C(N)C(C)CC)nn3)CC2)n1 (configuration not stated),i,2,i,i,i,-17,i,i,i,-10,i
CCOc1ccc(-c2c(C(=O)N/N=C/c3ccoc3)nnn2-c2nonc2N)cc1,i,3,i,i,i,-1,i,i,i,-3,i
COc1ccc(NC(=O)C2CC(=O)N/C(=N/NC(=O)c3ccc(Cl)cc3)S2)cc1 (configuration not stated),i,-5,i,i,i,-1,i,i,i,-5,i
CCOC(=O)C1=C(c2ccccc2)NC(=O)NC1c1ccc(N(C)C)cc1 (configuration not stated),i,-2,i,i,i,-3,i,i,i,-3,i
COc1ccc(NC(=O)CSc2nnc(Cc3ccccc3)c(=O)n2N)c(OC)c1,i,-4,i,i,i,-1,i,i,i,-10,i
CCCCCCc1nc(C(N)=O)c2[nH]c(=O)n(-c3ccccc3F)c2n1,i,8,i,i,i,-15,i,i,i,-8,i
COc1ccc(NC(=O)COc2ccc(C(=O)NC3CCCc4ccccc43)cc2OC)cc1 (configuration not stated),i,-50,i,i,i,5,i,i,i,-13,i
O=C(Nc1nc2c(s1)COc1ccccc1-2)c1cccs1,i,15,i,i,i,-10,7*,i,i,-16,i
COc1ccc(CCNC(=O)CCN2C(=O)c3cccc4cccc(c34)C2=O)cc1OC,i,0,i,i,i,-3,i,i,i,-11,i
CCN(CC(=O)Nc1ccccc1C(F)(F)F)C(=O)CCc1nc2ccccc2c(=O)[nH]1,i,0,i,i,i,17,i,i,i,-6,i
Cc1cc(-c2csc(N)n2)c(C)n1-c1ccccc1,i,-50,i,i,i,5,i,i,i,-6,i
Cc1cccc(N2CCN(S(=O)(=O)c3ccc4c(c3)OCCO4)CC2)c1C,i,3,i,i,i,-1,i,i,i,-11,i
COc1cc(NC(=O)c2ccco2)c(OC)cc1NC(=O)CCC(=O)Nc1cc(C)cc(C)c1,i,-2,i,i,i,2,i,i,i,-14,i
Cc1ccc(CNC(=O)C2CC2c2ccccc2)cc1 (configuration not stated),i,-1,i,i,i,3,i,i,i,-3,i
COC(=O)c1ccc2c(c1)NC(=O)C(N(CC(C)C)CC(C)C)S2 (configuration not stated),i,-13,i,i,i,-2,i,i,i,-6,i
O=C(OCn1nnc2ccccc2c1=O)c1cccnc1Cl,i,3,i,i,i,-1,i,i,i,-8,i
Cc1ccccc1N=C1c2cc([N+](=O)[O-])ccc2-c2ncccc21,i,0,i,i,i,-10,i,i,i,-9,i
FC(F)(F)c1cccc(Nc2nc(N3CCCC3)nc(N3CCCC3)n2)c1,i,-8,i,i,i,-3,i,i,i,-6,i
CC(C)(C)CC(C)(C)c1ccc(OCC(=O)N/N=C/c2ccc(S(=O)(=O)O)o2)cc1,i,1,i,i,i,-11,i,i,i,-2,i
CC(C)OC(=S)N/C(=N\S(=O)(=O)c1ccccc1)c1ccccc1,i,-3,i,i,i,0,i,i,i,-10,i
CCC(CO)NCc1ccccc1OC(C)C (configuration not stated),i,0,i,i,i,8,i,i,i,-14,i
COc1cccc(C2c3c(oc4cc(C)c(C)cc4c3=O)C(=O)N2CCCN(C)C)c1 (configuration not stated),i,16,i,i,i,2,i,i,i,-8,i
CC(C)c1nc(SCC(=O)NC2CCCC2)c2ccccc2n1,i,-1,i,i,i,10,i,i,i,-8,i
CCCc1cc2c(=O)c(-c3ccc4c(c3)OCCO4)coc2cc1OC(=O)c1ccco1,i,-5,i,i,i,2,i,i,i,-8,i
C=C(C)Cn1c(SCC(=O)N/N=C/c2ccccc2)nc2ccccc2c1=O,i,6,i,i,i,3,i,i,i,-7,i
CCc1ccccc1NC(=O)CSc1nnc([C@@H](NC(=O)OC(C)(C)C)C(C)C)o1,i,2,i,i,i,0,i,i,i,-11,i
COc1ccc(S(=O)(=O)N2CCOCC2)cc1NC(=O)c1cccc(-n2cccc2)c1,i,9,i,i,i,3,i,i,i,-15,i
CC(=O)Nc1cccc(C(=O)OCC(=O)NNC(=O)c2ccc([N+](=O)[O-])cc2)c1,i,0,i,i,i,-5,i,i,i,-9,i
O=C(OCc1nnc(-c2ccc(Br)cc2)o1)c1ccco1,i,-1,i,i,i,1,i,i,i,-7,i
COc1ccc(C(C[N+](=O)[O-])c2c(C)cc3ccccn23)c(OC)c1 (configuration not stated),i,-8,i,i,i,11,i,i,i,-9,i
COc1ccc(NC(=O)c2oc3ccccc3c2NC(=O)C2CC2)cc1,i,1,i,i,i,4,i,i,i,-11,i
O=S(=O)(c1ccc(Oc2ccc(Cl)cc2)c(S(=O)(=O)N2CCCCC2)c1)N1CCCCC1,i,-1,i,i,i,0,i,i,i,-6,i
CCCN(CC(=O)Nc1ccc(F)c(F)c1F)C(=O)C1CC(=O)N(Cc2ccccc2)C1 (configuration not stated),i,18,i,i,i,33,i,i,i,-16,i
COc1ccc(-c2nc3ccc(C)cn3c2NCc2ccc3c(c2)OCO3)cc1,i,-4,i,i,i,0,i,i,i,-10,i
CCOc1cc(CNCC2CCCN2CC)cc(Cl)c1OC (configuration not stated),i,-2,i,i,i,3,i,i,i,-8,i
COc1ccc(C(C)NC(=O)Nc2ccc(C(C)=O)cc2)cc1OC (configuration not stated),i,-1,i,i,i,2,i,i,i,-9,i
Cc1c(C(=O)c2ccc(Cl)c(Cl)c2)cnc2cc3c(cc12)OCO3,i,0,i,-9.9*,i,0,i,i,i,-6,-11*
Cc1ccc(N2C(=O)CC(Cc3ccc(Cl)cc3)C2=O)cc1 (configuration not stated),i,-1,i,i,i,0,i,i,i,-4,i
C[N+](C)(C)CCOP(=O)([O-])OC[C@H](O)CO,i,2,i,i,i,6,i,i,i,-4,i
Cc1cccnc1NC(=O)Nc1ccc(F)cc1,i,-4,i,i,i,0,i,i,i,-3,i
CCOC(=O)C1CCN(C(=O)CN2C(=O)c3cccnc3Oc3ccc(C)cc32)CC1,i,4,i,i,i,-3,i,i,i,-13,i
CCCC(=O)Nc1sc(C(=O)Nc2cccc(N)c2)c(C)c1C(=O)OC,i,-6,i,i,i,2,i,i,i,-8,i
CC[n+]1c(/C=C(/C)SC)sc2ccccc21,i,/,i,i,i,2,i,i,i,-4,i
COc1cc(/C=C/C(=O)O)cc(S(=O)(=O)Nc2ccccc2SC)c1OC,i,-4,i,i,i,-12,i,i,i,-5,i
COc1ccc(-c2noc(CN3CCN(c4ccccc4F)CC3)n2)cc1OC,i,4,i,i,i,5,i,i,i,-8,i
CC(C)(Oc1ccc(Cl)cc1)C(=O)N/N=C/c1cn[nH]c1-c1ccccc1,i,0,i,-7.2*,/,4,i,i,i,-6,i
COc1nc2ccccc2nc1OC,i,7,i,i,i,?,i,i,i,-8,i
COc1ccc(OCC(=O)N2CCN(C(=O)c3ccc(F)cc3)CC2)cc1,i,-5,i,i,i,-3,i,i,i,-1,i

Compounds above that contain a CF3 group, in the order listed:
SMILES,TRPC4 act,Dyrk1A ADPGlo,TRPC4 potent,KCNK9 block,TRPC4 inh,Platelet DG rel,KCNQ1 block,PolyA inhibitor,KCNQ1 pot,hERG protect,KCNK3 block
CCN(CC(=O)Nc1ccccc1C(F)(F)F)C(=O)CCc1nc2ccccc2c(=O)[nH]1,i,0,i,i,i,17,i,i,i,-6,i
FC(F)(F)c1cccc(Nc2nc(N3CCCC3)nc(N3CCCC3)n2)c1,i,-8,i,i,i,-3,i,i,i,-6,i

Only part of the results is shown (hit frequency here may not be typical).
